# TAAR1 ag – human TAAR1 agonism. Q96RJ0. CHO RD-HGA16 TAAR1, Fluo-8 calcium fluorescence; vehicle wells 0%, saturating PEA agonist 100%. activation, % at 3 µM. 360,000 compounds, 0.99% hits. AID 624467;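 active = activation above the mean activation of all test compounds in the run plus 3 SD, cut at about 38% in these data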
# Target sequence (Q96RJ0 whole entry, looked up): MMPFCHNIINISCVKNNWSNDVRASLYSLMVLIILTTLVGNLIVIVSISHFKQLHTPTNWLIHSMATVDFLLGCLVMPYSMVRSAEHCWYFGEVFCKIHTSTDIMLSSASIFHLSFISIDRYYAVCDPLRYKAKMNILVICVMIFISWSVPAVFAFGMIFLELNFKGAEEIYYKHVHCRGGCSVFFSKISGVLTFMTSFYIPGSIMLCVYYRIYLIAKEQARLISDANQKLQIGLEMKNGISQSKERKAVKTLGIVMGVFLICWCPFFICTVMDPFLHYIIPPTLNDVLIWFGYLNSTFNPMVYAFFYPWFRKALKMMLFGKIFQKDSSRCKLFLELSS
#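 System: CHO-derived RD-HGA16 cells with stable Gα16 and human TAAR1 / Times: 17-24 h plating, Fluo-8 75 min 37 °C, 30 min RT / Technique: calcium-sensitive Fluo-8 signal, excitation 470-495, emission 515-575 nm / Measure: % activation relative to PEA EC100 response / Benchmarks: DMSO and PEA EC100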
# CHO-K1 Ca antag – counter-screen for M1 antagonists: effect in parental CHO-K1 cells. ATP-induced calcium, Fluo-8 fluorescence. inhibition, % at 3 µM. 360,000 compounds, 0.6% hits;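 active = inhibition above a per-plate cutoff, the plate's mean sample inhibition plus 3 SD, cut at about 24% in these data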;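 note: 0% = DMSO plus EC80 ATP and 100% = DMSO alone without ATP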
# OXTR potentiate – potentiates the human oxytocin receptor response. CHO-OTR cells, Fluo-8 calcium fluorescence, potentiator mode; 0% = oxytocin EC15, 100% = EC100. 320,000 compounds, 0.061% hits. AID 2445. P30559. activation, % at 3 µM;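 active = activation above that plate's cutoff, the mean activation of tested compounds plus 3 SD, cut at about 6.6% in these data, passing the limit was not always enough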;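 note: 100% uses oxytocin at 75 nM as the full agonist control; some results filed as inactive read as strong as hits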
#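 Dosing: Single dose, 3.0 µM nominal final compound concentration | Material: Human OTR in CHO cells | Technique: Kinetic Fluo-8 calcium fluorescence | Benchmarks: EC15 oxytocin alone as 0%, 75 nM oxytocin as 100% | Probe or stimulus: Oxytocin at about EC15, sub-maximal agonist stimulus | Incubation: Compound 6 min at room temperature before oxytocin, 100 s read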
# M1 PAM parental – counter-screen for M1 PAMs: effect in parental CHO-K1 cells | 360,000 compounds, 0.02% hits | ATP EC20, Fluo-8 calcium fluorescence; 0% at ATP EC20, 100% at ATP max | activation, % at 3 µM;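 active = activation above the run cutoff, the mean activation of all test compounds plus 3 SD, cut at about 40% in these data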;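 note: peak over basal fluorescence ratio in a 140 s read after ATP addition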
# CHO parental Ca – counter-screen for OX1R antagonists: effect in parental CHO cells. 330,000 compounds, 0.63% hits. inhibition, % at 5.6 µM. parental CHO-K1, ATP-induced calcium, Fluo-8 fluorescence;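 active = inhibition above that plate's mean sample inhibition plus 3 SD, cut at about 26% in these data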;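 note: 0% = ATP-challenged DMSO wells and 100% = DMSO wells without ATP; some compounds past the cut are filed as inactive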
#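 Test system: parental CHO cells; detection: calcium-sensitive Fluo-8 fluorescence; evaluation: percent inhibition of calcium signal; also added: ATP as calcium-mobilizing challenge; repeats: one well per compound; control set: ATP-challenged DMSO wells low, unchallenged DMSO wells high; compound: single nominal dose of 5.6 µM per compound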
# TAAR1 antag – antagonists of human TAAR1; CHO RD-HGA16 TAAR1, Fluo-8 calcium fluorescence, antagonist; inhibition, % at 3 µM; 360,000 compounds, 1.5% hits; AID 624466;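 active = inhibition above a per-plate cutoff, the mean inhibition of test compounds on that plate plus 3 SD, cut at about 49% in these data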;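 note: 0% = DMSO plus EC80 beta-PEA response and 100% = DMSO alone without agonist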
#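 Test system – hTAAR1-expressing CHO RD-HGA16 cells, Gα16-coupled · Also added – β-PEA at EC80 concentration, post-compound challenge · Compound – 3 µM, single point · Incubation – dye loading 75 min at 37 °C, then 30 min room temperature · Measured by – Fluo-8 intracellular calcium dye fluorescence, real-time kinetic reads · Benchmarks – vehicle and agonist controls · Replicates – singlicate, one well per test compound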
# CHRM1 agonist – human M1 muscarinic receptor agonism; P11229; activation, % at 3 µM; 360,000 compounds, 0.33% hits; CHO-K1 hM1, Fluo-8 calcium fluorescence, agonist mode; 0% DMSO, 100% acetylcholine EC100; AID 588814;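 active = activation above the run's mean compound activation plus 3 SD, cut at about 16% in these data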;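 note: peak over basal fluorescence ratio within a 140 s kinetic read after compound addition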
# Target sequence (P11229 whole entry, looked up): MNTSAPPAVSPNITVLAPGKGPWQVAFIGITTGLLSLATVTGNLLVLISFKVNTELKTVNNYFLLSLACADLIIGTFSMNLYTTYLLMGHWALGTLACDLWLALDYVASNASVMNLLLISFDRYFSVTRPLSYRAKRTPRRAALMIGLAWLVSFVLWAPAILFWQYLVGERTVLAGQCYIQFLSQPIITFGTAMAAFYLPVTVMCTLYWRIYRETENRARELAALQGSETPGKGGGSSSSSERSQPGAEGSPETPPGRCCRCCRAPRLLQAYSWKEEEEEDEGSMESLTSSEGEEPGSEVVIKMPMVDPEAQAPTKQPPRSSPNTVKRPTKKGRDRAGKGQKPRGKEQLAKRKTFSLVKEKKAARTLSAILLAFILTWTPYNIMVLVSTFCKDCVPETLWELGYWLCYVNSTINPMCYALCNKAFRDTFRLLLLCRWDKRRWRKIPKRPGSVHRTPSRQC
# M1 antag – antagonists of human M1 muscarinic receptor. P11229. CHO-K1 hM1, Fluo-8 calcium fluorescence, ACh EC80 antagonist. inhibition, % at 3 µM. 360,000 compounds, 1.3% hits;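 active = percent inhibition above its own plate's cutoff, namely the mean of that plate's compound wells plus 3 SD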;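 note: peak over basal fluorescence ratio during 140 s after agonist addition; 0% = ACh EC80 plus DMSO and 100% = DMSO alone without agonist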
# M1 ag parental – M1 agonist counterscreen hit in parental CHO-K1 cells. 360,000 compounds, 0.48% hits. AID 602248. Fluo-8 calcium fluorescence; scaled to maximal ATP response, vehicle zero. activation, % at 3 µM; in the data active = activation above about 15%;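 note: untransfected CHO-K1 host cells lacking M1 receptor as counterscreen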
# * = called active by the depositor; x = no result given.
SMILES,TAAR1 ag,CHO-K1 Ca antag,OXTR potentiate,M1 PAM parental,CHO parental Ca,TAAR1 antag,CHRM1 agonist,M1 antag,M1 ag parental
CCSCCOC(=O)C1=C(C)NC(=O)NC1c1cccc(OC)c1OC (stereo not drawn),3.8,-7.5,0.2,-2.5,-7.5,-13.0,-2.1,-28.2,0.8
CN(C)CCN1CCN([C@H]2CS(=O)(=O)N[C@@H]2COCc2ccccc2)CC1,2.3,6.0,x,10.6,x,-12.4,4.1,-24.4,0.1
Cc1ccc2nc(SCc3nc4cc(Cl)ccc4c(=O)[nH]3)[nH]c2c1,5.3,-11.8,1.9,10.6,-14.4,-18.6,-3.9,4.5,0.5
NCc1cc2c3c(c1)CCCN3CCC2,-0.4,-16.0,1.3,18.0,-5.6,2.7,-10.8,-5.1,0.5
C/C(Cc1ccccc1)=N/NC(=O)CCCC(=O)N/N=C(/C)Cc1ccccc1,6.1,-8.8,-2.6,26.4,-16.2,-14.4,-8.0,-14.0,0.1
CC(C)CC(=O)Nc1ccc(N2CCOCC2)cc1,8.6,4.0,-13.9,3.4,-6.2,0.2,-2.3,-9.8,-0.3
N#CC1=C(N)Oc2cc3c(cc2C1c1ccc(Cl)cc1)OCO3 (stereo not drawn),3.8,-9.2,-0.5,3.2,-8.8,-17.8,-3.6,-8.5,0.1
CCN1CCN(C(=O)C(=O)c2cn(CC(=O)N3CCCC3)c3ccccc23)CC1,3.0,-0.9,4.9,5.1,1.4,-20.8,-4.4,4.1,6.0
O=C(Cn1c(=O)oc2ccc(Cl)cc21)NC1CCCCC1,1.2,-16.6,-12.0,2.8,-14.7,-2.9,-2.5,2.8,1.0
CC1CCCCN1C(=O)Cn1cnc2c1c(=O)n(C)c(=O)n2C (stereo not drawn),4.0,-13.5,-0.5,34.0,11.0,-8.5,-6.4,0.8,0.9
CC(C)(C)C(=O)Nc1ccccc1C(=O)NCCCn1ccnc1,6.1,5.0,-15.6,-1.1,-5.6,-12.1,-7.0,12.6,0.3
CCN(C(=O)COC(=O)c1nc(Cl)ccc1Cl)c1c(N)n(Cc2ccccc2)c(=O)[nH]c1=O,2.2,-11.9,x,8.0,x,-20.7,-1.7,-17.6,0.2
COC(=O)c1cccc(NC(=O)c2ccc(OC)c(Cl)c2)c1,11.6,-10.8,-2.8,-10.8,-18.5,18.1,-3.6,8.3,2.6
CCOC(=O)c1ccc(NC(=O)COc2ccc(CNCCO)cc2OCC)cc1,4.9,-7.3,-1.9,11.9,-20.1,0.7,-4.5,-0.1,0.7
N#Cc1c(SCC(=O)OCc2ccccc2)nsc1SCC(=O)OCc1ccccc1,12.4,1.6,-0.3,13.2,8.4,37.3,-3.4,0.5,2.0
CCC1CCCCN1CCCNC(=O)c1nn(C)c2c1CS(=O)(=O)c1ccccc1-2 (stereo not drawn),-0.2,-8.2,5.1,19.7,4.5,-20.2,-5.4,-1.4,0.1
CC(N)C12CC3CC(CC(O)(C3)C1)C2 (stereo not drawn),11.8,-25.1,-8.1,7.5,6.6,8.5,-1.4,0.0,0.2
CCc1ccc(S(=O)(=O)Nc2ccc(C)c(NS(C)(=O)=O)c2)cc1,3.4,-2.2,-11.6,-5.4,-8.1,-19.3,-0.5,-1.2,0.5
O=C(CSc1nc2c(sc3ccccc32)c(=O)n1CCO)NCC1CCCO1 (stereo not drawn),9.2,-4.8,4.8,-4.9,-8.1,-8.1,-2.5,5.9,0.2
COc1cccc(CN(C)CC(O)COC(c2ccccc2)c2ccccc2C)c1 (stereo not drawn),11.3,-6.7,-10.5,5.5,-0.9,-5.2,-8.3,16.4,6.6
O=C(NCCO)/C(=C\c1ccc2c(c1)OCO2)NC(=O)c1ccc(Br)cc1,-0.9,9.1,-4.1,-3.3,0.2,11.4,-3.7,4.7,7.7
CCc1ccccc1NC(=O)CSC1=C(C#N)C(c2ccc(O)c(OC)c2)C2=C(CCCC2=O)N1 (stereo not drawn),-0.2,1.4,-4.1,12.2,-15.2,-4.2,-4.1,-30.6,0.0
COc1ccc(CCNC(=O)C(=O)NCc2cccs2)cc1OC,6.5,-13.9,-14.5,-12.2,-11.3,12.1,-15.0,-6.1,1.1
COc1cccc(/C=C/c2ccc3cccc(O)c3n2)c1,-2.5,-8.9,-16.1,0.5,5.8,1.5,-5.5,-4.0,0.0

# 3 compounds out of the list, arranged by molecular weight, rising.
SMILES,TAAR1 ag,CHO-K1 Ca antag,OXTR potentiate,M1 PAM parental,CHO parental Ca,TAAR1 antag,CHRM1 agonist,M1 antag,M1 ag parental
COc1cccc(/C=C/c2ccc3cccc(O)c3n2)c1,-2.5,-8.9,-16.1,0.5,5.8,1.5,-5.5,-4.0,0.0
COc1ccc(CCNC(=O)C(=O)NCc2cccs2)cc1OC,6.5,-13.9,-14.5,-12.2,-11.3,12.1,-15.0,-6.1,1.1
COc1cccc(CN(C)CC(O)COC(c2ccccc2)c2ccccc2C)c1 (stereo not drawn),11.3,-6.7,-10.5,5.5,-0.9,-5.2,-8.3,16.4,6.6

# Entries from the list above that have sulfur, in the order listed:
SMILES,TAAR1 ag,CHO-K1 Ca antag,OXTR potentiate,M1 PAM parental,CHO parental Ca,TAAR1 antag,CHRM1 agonist,M1 antag,M1 ag parental
CCSCCOC(=O)C1=C(C)NC(=O)NC1c1cccc(OC)c1OC (stereo not drawn),3.8,-7.5,0.2,-2.5,-7.5,-13.0,-2.1,-28.2,0.8
CN(C)CCN1CCN([C@H]2CS(=O)(=O)N[C@@H]2COCc2ccccc2)CC1,2.3,6.0,x,10.6,x,-12.4,4.1,-24.4,0.1
Cc1ccc2nc(SCc3nc4cc(Cl)ccc4c(=O)[nH]3)[nH]c2c1,5.3,-11.8,1.9,10.6,-14.4,-18.6,-3.9,4.5,0.5
N#Cc1c(SCC(=O)OCc2ccccc2)nsc1SCC(=O)OCc1ccccc1,12.4,1.6,-0.3,13.2,8.4,37.3,-3.4,0.5,2.0
CCC1CCCCN1CCCNC(=O)c1nn(C)c2c1CS(=O)(=O)c1ccccc1-2 (stereo not drawn),-0.2,-8.2,5.1,19.7,4.5,-20.2,-5.4,-1.4,0.1
CCc1ccc(S(=O)(=O)Nc2ccc(C)c(NS(C)(=O)=O)c2)cc1,3.4,-2.2,-11.6,-5.4,-8.1,-19.3,-0.5,-1.2,0.5
O=C(CSc1nc2c(sc3ccccc32)c(=O)n1CCO)NCC1CCCO1 (stereo not drawn),9.2,-4.8,4.8,-4.9,-8.1,-8.1,-2.5,5.9,0.2
CCc1ccccc1NC(=O)CSC1=C(C#N)C(c2ccc(O)c(OC)c2)C2=C(CCCC2=O)N1 (stereo not drawn),-0.2,1.4,-4.1,12.2,-15.2,-4.2,-4.1,-30.6,0.0
COc1ccc(CCNC(=O)C(=O)NCc2cccs2)cc1OC,6.5,-13.9,-14.5,-12.2,-11.3,12.1,-15.0,-6.1,1.1

# Assay outcomes as filed in PubChem.
